# Source: PubChem (National Center for Advancing Translational Sciences (NCATS))
# TGFb SMAD3 inh = blocks TGF-b signaling; HepG2 CAGA-GFP TGF-b/SMAD3 reporter, GFP fluorescence, 18 h; TGF-beta stimulated, 500 pg/mL final; Potency, µM (series often up to 46.1 µM), without a hit: at the highest dose activity, negative = inhibition, most hits filed as inhibitors; actives 1.2% (n = 410,000); AID 588855; further: potency means the concentration at half of the fitted maximal effect; on the % scale 0 is the no-effect control and ±100 the full control effect; nearly all actives have a fitted effect of over 65% in size
#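 Per well, imaged GFP fluorescence of HEPG2 CAGA-GFP cells gives the signal; cells get compound, then TGF-beta (500 pg/mL final), 18 h at 37 degrees C; %Activity versus -TGF-beta and +DMSO controls.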
# Nrf2 inh = inhibitors of Nrf2 signaling. A549 ARE-Fluc reporter, luciferase luminescence, 18-24 h. Potency, µM (titrated, usually from 46 µM), for the others: at the highest dose activity change, negative = inhibition, actives largely listed as inhibitors. actives 2.1% (n = 360,000). AID 504444; further: potency means the concentration at half of the fitted maximal effect; on the % scale 0 is the no-effect control and ±100 the full control effect; nearly all actives have a fitted effect of over 60% in size
#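 A549 ARE_Fluc cells, 5000/well, 5% FBS OPTI-MEM; compounds in dose-response, 18-24 h at 37 °C/5% CO2; CellTiter-Fluor viability read (Ex 405/Em 525), then BugLite luciferase luminescence = Nrf2 activity.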
# A549 tox = A549 cytotoxicity, counter-screen for Nrf2 inhibitors. A549 ARE-Fluc cells, CellTiter-Fluor viability, 18-24 h. Potency, µM (doses to about 46 µM), without a hit: at the top dose activity change, negative = cytotoxicity, usual class: inhibitors. actives 0.16% (n = 390,000); further: potency means the concentration at half of the fitted maximal effect; on the % scale 0 is the no-effect control and ±100 the full control effect
#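 A549 ARE-Fluc cells in 5% FBS OPTI-MEM, 5000 cells/well, rested 2 h then exposed to compounds in concentration-response for 18-24 h at 37 °C. Viability by CellTiter-Fluor fluorescence (Ex 405/Em 525) after 30 min; luciferase luminescence (BugLite, 15 min, RT) read afterwards.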
# pAkt inh = inhibitors of Akt phosphorylation; activity change, % for hits at 50 µM; AID 651550; Neuro2A IGF-stimulated pAkt S473 HTRF, 20 min; hits give low values; actives 0.32% (n = 360,000); in the data active means activity change below about -80%; inconclusive means mostly about -51% to -80%; further: on the % scale 0 is the no-effect control and ±100 the full control effect
#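 Neuro2A cells in DMEM with 0.5% FBS, overnight at 37 deg C, given compound at single 50 µM final, then IGF (6 nM final) for 20 min at 37 deg C. Lysed; phospho-Akt Ser473 by HTRF after 24 h, 665/615 ratio.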
# Nrf2 ARE act = activators of Nrf2 (ARE) signaling; Potency, µM (titrated, usually from 46.1 µM), inactives show at the top dose activation, hits mostly activators; actives 0.31% (n = 410,000); AREc32 ARE-luciferase reporter (MCF7-derived line), luminescence, 24 h; AID 624171; further: potency means the concentration at half of the fitted maximal effect; % of control where 0% means no effect; nearly all actives have a fitted effect of over 65% in size
#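 Cells of the AREc32 ARE-luciferase line are plated in OPTI-MEM containing 5% FBS and left overnight at 37 deg C. Compounds are pinned in, incubation continues 24 hr, and firefly luciferase signal is then measured.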
# S2 tox = cell viability loss in ATXN counter-screen | S2 cells (HEK-293 line with an ATXN2-luciferase reporter) viability, CellTiter-Fluor protease fluorescence, 24 h | Potency, µM (series often up to 56.7 µM), actives largely listed as cytotoxic | actives 0.49% (n = 400,000) | AID 651635; further: potency means the concentration at half of the fitted maximal effect; nearly all actives have a fitted effect of over 40% in size
# HepG2 viability = counter-screen for TGF-b inhibitors: cytotoxicity in HepG2 cells; actives 0.76% (n = 410,000); AID 588856; HepG2 CAGA-GFP viability, ATP luminescence, 18 h; Potency, µM (doses to about 46.1 µM), for the others: top-dose activity change, negative = cytotoxicity, hits mostly cytotoxic; further: potency means the concentration at half of the fitted maximal effect; some results filed as inactive show a strong effect at the top dose
#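 HepG2 CAGA-GFP cells (1000/well, DMEM with 1% FBS) received compound, then TGF-beta at 500 pg/mL final, and were incubated 18 hours at 37 degrees C. Viability was read by CellTiter-Glo luminescence. Media-only wells were set as complete cell-killing and DMSO as no toxicity.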
# Mm-Cpn inhibitor = M. maripaludis TRiC chaperonin inhibition | purified Mm-Cpn ATPase, ADP Transcreener TR-FRET | Potency, µM (highest dose often 76.9 µM), for inactives: at the top dose activity, negative = inhibition, hits mostly inhibitors | actives 0.031% (n = 330,000) | AID 504842; further: potency means the concentration at half of the fitted maximal effect; on the % scale 0 is the no-effect control and ±100 the full control effect; nearly all actives have a fitted effect of over 80% in size
#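 ATP (10 uM final) was added to archaeal chaperonin (25 nM final) after 10 min exposure to test compound at 37°C; after 30 min further incubation, ADP was detected by competitive TR-FRET.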
# CCT chaperon mod = cytosolic chaperonin activity modulation. actives 0.3% (n = 360,000). AID 651819. activity change, % (concentration not given with the values), hits read low. purified chaperonin ATPase assay, HTRF ADP detection, 30 min; in the data active means activity change below about -30%; further: on the % scale 0 is the no-effect control and ±100 the full control effect
#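 First, chaperonin was dispensed at 40 nM or 20 nM final depending on batch activity. Next, compounds were pinned at 76 uM and ATP added at 10 uM. After 30 min at 37 °C, ADP detection reagents ran 30 min at ambient temperature.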
# An asterisk follows results filed as active; i = inactive; ? = inconclusive; nt = no result given. Unless noted, the call rests on the fitted dose curve; in most records, active means well fitted curve in the direction sought with a large enough effect; inconclusive means small, poorly fitted or top-dose-only effect, or another doubt; inactive means no such curve, though single readings can be large; an effect the other way counts as inactive or inconclusive.
SMILES,TGFb SMAD3 inh,Nrf2 inh,A549 tox,pAkt inh,Nrf2 ARE act,S2 tox,HepG2 viability,Mm-Cpn inhibitor,CCT chaperon mod
O=C(Nc1ccc(N2CCOCC2)nc1)c1ccc(Cl)cc1,-50%,21µM*,-20%,i,-0.2%,i,-22%,4%,-2.1
COc1ccc(NCC(=O)N/N=C/c2ccc3c(c2)OCCO3)cc1,0%,17%,3%,i,3.0%,i,-7%,0%,1.2
O=S(=O)(c1cccc(Cl)c1)N1CCC(c2nc3ccccc3[nH]2)CC1,-14%,?,-5%,i,2.4%,i,-19%,-1%,-2.6
CC(C)(C)c1cc(C(=O)NNC(=O)c2ccc(C(F)(F)F)cc2)no1,-12%,-15%,8%,i,-0.1%,i,-23%,-5%,-1.6
NCC(O)c1ccc(O)c(O)c1 (centres undefined),1%,11%,-1%,i,-0.7%,i,-1%,nt,2.2
CCC(C(=O)Nc1ccc(F)cc1F)n1nc(-c2ccccc2)c2c(c1=O)CCCC2 (centres undefined),?,-23%,-13%,nt,9.8%,?,-28%,nt,nt
CCOC(=O)C1=NNC2C(=O)N(CC)C(=O)C12 (centres undefined),?,25%,-12%,i,0.5%,i,-6%,0%,0.5
O=C(C1=C[C@H](c2ccc(C(F)(F)F)cc2)C[C@H](OCc2ccc(CO)cc2)O1)N1CCN(Cc2ccc3c(c2)OCO3)CC1,?,?,?,i,4.7%,?,-22%,nt,-2.1
O=C(OCc1ccccc1)/C(=C(\O)c1ccccc1Br)c1ccc(-c2ccccc2)cn1,7%,8%,-3%,i,-0.2%,i,6%,-7%,-0.6
Oc1ccc(CN2CCN(Cc3ccccc3)CC2)c2cccnc12,?,-13%,-10%,i,6.8%,i,-55%,0%,1.8
O=C(Cc1ccccc1)NCC(=O)OCC(=O)c1ccc(OC(=O)c2ccccc2)cc1,-1%,nt,5%,nt,2.7%,i,-3%,-1%,-1.1
COc1ccccc1NC(=O)C1=C(C)Nc2nc(-c3cccnc3)nn2C1c1ccccn1 (centres undefined),9%,6%,3%,i,0.4%,i,13%,nt,-1.3
COc1ccc(OC)c(-c2noc(CSc3nnc(Cc4ccccc4)n3-c3cccc(C)c3)n2)c1,?,?,-23%,nt,0.0%,nt,-24%,nt,nt
O=C(c1cc2ccccc2o1)N1CCN(S(=O)(=O)c2cccs2)CC1,0%,nt,0%,i,2.6%,i,-5%,-1%,-0.3
c1coc(-c2cc3nc(NC4CCCCC4)ccn3n2)c1,-19%,nt,nt,i,4.9%,?,5%,nt,0.2
CC1=NN(C(=O)c2ccccc2Br)C(O)(c2cccnc2)C1 (centres undefined),-5%,7%,3%,i,0.2%,i,-11%,1%,-1.6
Cc1ccc(Cn2c(CN(C)Cc3ccccc3)nc3c2c(=O)n(C)c(=O)n3C)cc1,0%,-12%,nt,i,3.1%,i,5%,-4%,-1.8
Cc1ccc(Oc2c(C)nc(-c3ccccc3)[nH]c2=O)cc1,4%,?,-6%,i,-0.1%,i,-2%,-2%,-2.0
COc1ccc(C2CC2/C(=N/O)c2ccccn2)cc1 (centres undefined),6%,9%,-1%,i,3.9%,i,-1%,-3%,0.7
O=C(COc1ccc(Cl)cc1)Nc1ccc2nc(SCC(=O)N3CCCC3)sc2c1,?,-28%,-5%,nt,7.5%,nt,-24%,nt,nt
Cc1ccc(-c2c[n+](CC(=O)OCc3ccccc3)c3n2CCC3)cc1,6%,1%,-1%,i,-0.5%,i,-3%,2%,-2.1
CC(C)(C)NS(=O)(=O)c1ccc(NC(=O)Cc2ccccc2[N+](=O)[O-])cc1,5%,-28%,5%,i,2.6%,i,-2%,2%,1.7
Cc1ccc(S(=O)(=O)N/N=C\c2cc3c(cc2Br)OCO3)cc1,3%,8%,-2%,i,-0.3%,i,-1%,0%,0.1
Cc1sc2ncnc(N3CCC(C(=O)NNC(=O)COc4ccccc4Cl)CC3)c2c1C,?,?,0%,i,-1.1%,?,-18%,-5%,-1.0
COc1ccc(C(=O)COC(=O)c2cccs2)cc1,-3%,1%,-2%,i,4.6%,i,-21%,2%,-0.9
CNS(=O)(=O)c1cccc(C(=O)OCC(=O)Nc2ccc(Cl)cc2F)c1,6%,-4%,2%,i,-0.7%,i,3%,-3%,-0.5
CCOc1ccccc1CN1CCCC(CNS(=O)(=O)c2ccc(OC)cc2)C1 (centres undefined),-19%,7%,6%,i,0.0%,i,-30%,2%,1.9
Cc1csc(NC(=O)c2cc(=O)[nH]c3ccccc23)n1,-7%,11%,-3%,i,11%,i,-20%,-16%,-0.6
COc1ccc(C2/C(=C(/O)c3ccc(Br)cc3)C(=O)C(=O)N2C)cc1 (centres undefined),14%,-30%,-10%,i,-0.2%,?,-27%,-1%,-3.3
O=C(Nc1ccc(-c2cc(C(F)(F)F)nn2-c2ccccc2)cc1)c1cccc(F)c1,nt,13µM*,?,nt,-0.4%,nt,-56%,nt,nt
Cc1cn2c(=O)c(C(=O)N3CCN(c4ccccc4Cl)CC3)cnc2s1,-1%,-2%,-4%,i,-0.8%,i,-15%,-13%,-0.1
Cc1ccc(SC(=O)c2c([N+](=O)[O-])c(C)nn2C)cc1,-18%,7%,10%,i,9.1%,i,13%,3%,0.6
CC1Cc2nc(SCC(=O)N3CCCc4ccccc43)n(C)c(=O)c2S1 (centres undefined),-25%,?,-11%,i,5.4%,i,-22%,1%,-2.6
Cc1ccc2cccc(NC(=O)c3ccc(C#N)cc3F)c2n1,4%,?,-8%,nt,-0.1%,i,-10%,nt,nt
COCCCNC(NC(=O)c1ccc(Br)cc1)C(Cl)(Cl)Cl (centres undefined),-19%,-12%,7%,i,0.1%,i,-4%,0%,-1.5
CC(C)(C)NC(=O)c1ccc(NC(=O)CSc2ccccc2)cc1,4%,-2%,-2%,i,0.0%,i,-1%,-1%,1.8
Cc1noc(NS(=O)(=O)c2ccc(N/C=C/C(=O)c3ccncc3)cc2)c1C,-6%,2%,-29%,i,-0.8%,i,-12%,3%,-4.4
COc1ccccc1CNCc1cc(OC)c(OC)c(OC)c1,5%,0%,-1%,i,-0.4%,i,0%,0%,0.1
CCOC(=O)c1ccc(NS(=O)(=O)c2ccc(Br)s2)cc1,-4%,-21%,-2%,nt,2.4%,i,7%,nt,nt
CCOC(=O)c1ccc(OC(=O)CCCCCN=C(N)N)cc1,7%,-8%,-1%,i,-0.4%,i,-4%,nt,0.3
COc1cc(CC(=O)OCC(=O)Nc2ccc(S(=O)(=O)N3CCCC3)cc2)cc(OC)c1OC,12%,nt,11%,i,3.9%,i,-15%,1%,-5.8
O=C(Nc1ccc(C(F)(F)F)cc1-c1ccccc1)c1ccccc1,-9%,2%,?,i,-1.1%,i,7%,2%,2.2
CCCCCCCCCCOC(=O)Cn1c(COc2ccccc2C)[n+](C)c2ccccc21,?,?,?,i,-2.6%,?,-98%,1%,-2.6
CN(C)CCCNC(=O)/C(=C\C=C\c1ccccc1)NC(=O)c1ccc([N+](=O)[O-])cc1,-3%,-15%,-2%,i,-0.7%,i,16%,1%,-1.1
Cc1ccc(N2CCC(N3CCN(C)C(CCO)C3)CC2)cc1 (centres undefined),1%,-5%,6%,i,-0.2%,i,-13%,0%,-4.8
CC(C)Cc1nnc(NC(=O)CCC(=O)NCCc2ccccc2)s1,1%,-4%,-6%,i,0.2%,i,-11%,0%,-0.7
O=C(c1ccc(Cn2cnnn2)cc1)N1CCCC(Nc2ccc(F)c(F)c2)C1 (centres undefined),-9%,-7%,0%,i,0.0%,i,15%,-1%,-3.5
CS(=O)(=O)c1ccc(Cl)c(NC(=O)COC(=O)CNC(=O)c2ccc3ccccc3c2)c1,-12%,-7%,5%,i,2.6%,i,-4%,1%,-4.9
COc1ccc(Cl)cc1NC(=O)c1c(C(=O)Nc2cccc(C)c2C)sc2nc(C)cc(=O)n12,12%,0%,4%,nt,-0.1%,i,2%,nt,nt
N#Cc1cccc(-n2c(-c3ccccc3)nnc2-c2ccccc2)c1C#N,22%,nt,-1%,i,11%,i,-23%,-1%,0.3
Cc1cccc(OC(=O)CSc2nnc(CNC(=O)c3ccccc3)o2)c1C,-11%,22%,8%,nt,-1.0%,i,10%,nt,nt
COc1ccc(CNC(=O)CN2C(=O)NC3(CCCc4sccc43)C2=O)cc1 (centres undefined),-6%,-15%,0%,i,4.0%,i,-4%,-1%,-5.6

# An excerpt from above in order of formula weight, descending:
SMILES,TGFb SMAD3 inh,Nrf2 inh,A549 tox,pAkt inh,Nrf2 ARE act,S2 tox,HepG2 viability,Mm-Cpn inhibitor,CCT chaperon mod
CS(=O)(=O)c1ccc(Cl)c(NC(=O)COC(=O)CNC(=O)c2ccc3ccccc3c2)c1,-12%,-7%,5%,i,2.6%,i,-4%,1%,-4.9
O=C(c1ccc(Cn2cnnn2)cc1)N1CCCC(Nc2ccc(F)c(F)c2)C1 (centres undefined),-9%,-7%,0%,i,0.0%,i,15%,-1%,-3.5
Cc1cccc(OC(=O)CSc2nnc(CNC(=O)c3ccccc3)o2)c1C,-11%,22%,8%,nt,-1.0%,i,10%,nt,nt

# An unsorted share of the library; about 4.4% have a hit in one of these screens.
